core dimer inh: inhibitors of HCV core protein dimerization, primary screen, biochemical, TR-FRET, high-throughput; hit rate 0.33% among 300,000; inhibition, % at 5 µM; AID 1899, 2009; TR-FRET GST/Flag-core106 dimerization, 1536-well;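 active means inhibition above the mean of all tested compounds plus 3 SD, set per screening campaign, cut at about 45% in these data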
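Test system: GST/Flag-tagged HCV core106 proteins; Medium: KF-containing HEPES buffer, pH 7.45, DTT, CHAPS, BSA; Times: compound-protein-antibody incubation 4 h at 22.5 °C; Detection: TR-FRET 671 and 617 nm emission; Benchmarks: wells lacking GST-core106 and wells with excess unlabelled core106.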
TPT1 inhibitor: Candida albicans TPT1 enzyme inhibitors, primary screen, biochemical, fluorescence polarization | inhibition, % at 5 µM | hit rate 0.81% among 300,000 | AID 1962, 2009 | recombinant caTPT1, FP RNA substrate dephosphorylation | tRNA 2'-phosphotransferase TPT1 (Candida albicans SC5314);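 active means inhibition above the mean of all tested compounds plus 3 SD, set per screening campaign, cut at about 24% in these data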;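 further: plate controls were DMSO alone for no effect and ferristatin control at 100 nM for full effect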
Yeast superoxide: reduction of superoxide in aged yeast, primary screen, HTS; S. cerevisiae aged cells, superoxide DHE fluorescence; stronger effect = lower value; superoxide response (% of plate mean), % at 10 µM; hit rate 0.18% among 330,000; AID 2690, 2010;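 active means superoxide response under a set limit, about three screen SD below normal, cut at about 65% in these data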;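 further: yeast aged for seven days with compound at 30 °C before DHE staining; 100% = average MFI of all compound-treated wells on the plate with controls excluded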
ZTA DNA inh: ZTA (EBV) inhibition in EBNA-1 counter-screen; P03206; ZTA-DNA binding, fluorescence polarization; inhibition, % at 11 µM; hit rate 0.15% among 320,000; in the data active means inhibition above about 33%
Target sequence (P03206 whole entry, looked up): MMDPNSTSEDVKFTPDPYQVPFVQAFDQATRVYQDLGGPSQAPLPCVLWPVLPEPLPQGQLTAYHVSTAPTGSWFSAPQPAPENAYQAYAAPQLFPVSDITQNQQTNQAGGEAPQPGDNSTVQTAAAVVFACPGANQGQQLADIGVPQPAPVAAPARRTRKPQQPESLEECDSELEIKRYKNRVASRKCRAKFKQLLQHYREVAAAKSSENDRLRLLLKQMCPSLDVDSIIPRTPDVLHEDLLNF
PP1 counter: PP1-alpha phosphatase inhibitors, primary screen, counter-screen for PP5 inhibitor project, biochemical, fluorescence, OMFP substrate, single point; Serine/threonine-protein phosphatase PP1-alpha catalytic subunit (Homo sapiens), P62136; purified PP1alpha; inhibition, % at 6.7 µM; hit rate 0.9% among 320,000;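 active means inhibition above the mean inhibition of all tested compounds plus 3 SD, computed separately for each screening campaign, cut at about 15% in these data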
Target sequence (P62136 whole entry, looked up): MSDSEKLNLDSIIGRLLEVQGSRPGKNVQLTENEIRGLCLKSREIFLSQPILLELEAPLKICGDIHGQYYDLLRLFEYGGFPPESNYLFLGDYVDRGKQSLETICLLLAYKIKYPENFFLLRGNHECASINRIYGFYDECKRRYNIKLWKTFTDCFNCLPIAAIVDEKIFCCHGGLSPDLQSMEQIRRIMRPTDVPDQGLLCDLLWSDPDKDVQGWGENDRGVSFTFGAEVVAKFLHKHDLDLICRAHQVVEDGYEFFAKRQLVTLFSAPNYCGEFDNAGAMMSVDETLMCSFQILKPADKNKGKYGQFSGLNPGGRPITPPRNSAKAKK
EBNA-1 inh: EBNA-1 DNA-binding inhibitors, primary screen, biochemical, fluorescence polarization | inhibition, % at 14.8 µM | hit rate 0.34% among 300,000 | AID 1950, 2009; in the data active means inhibition above about 28%
GASC-1 inh: inhibitors of GASC-1 histone demethylase, primary screen, biochemical, fluorescence, DELFIA europium; Lysine-specific demethylase 4C (Homo sapiens), Q9H3R0; GST-JMJD2C(1-420) H3K9me3 demethylation; inhibition, % at 2.35 µM; hit rate 0.069% among 330,000; AID 2099, 2009;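 active means more than half of a compound's replicate wells show inhibition beyond 50%, single wells judged on their own value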;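 further: signal counts dimethyl H3K9 product captured on neutravidin plate; 0% = median of DMSO wells and 100% = 0.3 times that DMSO median; strong numbers were not always called active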
PP5 inh: PP5 phosphatase inhibitors, primary screen, biochemical, fluorescence | Serine/threonine-protein phosphatase 5 (Homo sapiens), P53041 | purified PP5c, OMFP substrate fluorescence | inhibition, % at 6.7 µM | hit rate 0.18% among 320,000 | AID 1987, 2009;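 active means inhibition above the campaign's mean inhibition across all tested compounds plus 3 SD, cut at about 9.5% in these data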;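 further: 0% = DMSO only and 100% = 100 µM cantharidin control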
Target sequence (P53041 whole entry, looked up): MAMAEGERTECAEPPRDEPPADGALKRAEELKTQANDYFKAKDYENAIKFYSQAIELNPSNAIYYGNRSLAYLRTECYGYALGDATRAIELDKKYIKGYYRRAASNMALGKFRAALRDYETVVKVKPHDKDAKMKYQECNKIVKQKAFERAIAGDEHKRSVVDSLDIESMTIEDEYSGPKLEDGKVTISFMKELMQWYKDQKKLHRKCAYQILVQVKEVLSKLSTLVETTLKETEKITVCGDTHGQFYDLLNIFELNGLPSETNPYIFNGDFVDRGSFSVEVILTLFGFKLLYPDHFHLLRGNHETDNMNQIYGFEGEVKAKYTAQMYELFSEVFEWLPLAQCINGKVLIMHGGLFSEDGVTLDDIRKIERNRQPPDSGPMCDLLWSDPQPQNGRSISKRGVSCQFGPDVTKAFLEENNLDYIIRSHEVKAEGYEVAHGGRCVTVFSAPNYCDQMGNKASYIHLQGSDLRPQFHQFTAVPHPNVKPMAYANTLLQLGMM
Fh CTSL1 inh: Fasciola hepatica cathepsin L1 inhibitors, primary screen, counter-screen for PFM18AAP inhibitor project, biochemical, QFRET, fluorogenic peptide substrate | recombinant F. hepatica cathepsin L1, Z-Leu-Arg-MCA fluorescence | hit rate 0.49% among 300,000 | AID 1906, 2009 | inhibition, % at 5.96 µM;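 active means inhibition above the mean of all tested compounds plus 3 SD, set per screening campaign, cut at about 17% in these data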;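 further: 0% = plate median of test compound wells and 100% = 1 µM Z-Phe-Ala-diazomethylketone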
Starred values were filed as active, the others as inactive; · = no result given.

SMILES | core dimer inh | TPT1 inhibitor | Yeast superoxide | ZTA DNA inh | PP1 counter | EBNA-1 inh | GASC-1 inh | PP5 inh | Fh CTSL1 inh
COCCCNC(=O)C1CCN(c2ncccn2)CC1 | -5 | 2 | 103 | -5 | -4 | -2 | · | 3.1 | 6
Cc1ccc(C)n1-c1nc(=S)[nH][nH]1 | 1 | 0 | 111 | 4 | 5 | 2 | 0 | 1.2 | 0
O=c1c2cc3c(=O)n(-c4ccccc4O)c(=O)c3cc2c(=O)n1-c1ccccc1O | 2 | 0 | 102 | 2 | -1 | 4 | 3 | -0.2 | -3
CCNc1nc2c(c(=O)[nH]c(=O)n2C)n1Cc1ccc(F)cc1 | -7 | 0 | 109 | 1 | 2 | 5 | 2 | 2.6 | 0
Cc1ncoc1C(=O)N1CCCC(C(=O)c2ccc(C(F)(F)F)cc2)C1 (centres undefined) | -2 | -2 | 110 | -1 | -1 | 7 | -2 | -1.7 | -1
CCc1ccc(/C=C2/SC(=S)N(CC(=O)Nc3nc4ccccc4s3)C2=O)cc1 | 39 | 6 | 110 | -1 | -7 | 12 | -3 | -1.2 | 8
COc1ccc(OC)c(NC(=O)c2csc(Cl)c2OC)c1 | -16 | -4 | 91 | -4 | 1 | -15 | 36 | 3.6 | 7
COCCn1c(-c2ccccc2)cnc1N | 4 | -3 | 99 | 10 | -1 | 10 | -2 | 0.3 | -4
Cc1ccc(NC(=O)C2CCN(S(=O)(=O)c3cccs3)CC2)cc1 | -7 | -1 | 89 | -1 | -4 | 0 | -21 | -1.6 | -12
Cc1ccc(C(=O)N2CCOCC2)cc1[N+](=O)[O-] | -9 | -3 | 115 | -9 | 1 | -4 | 10 | 0.6 | -2
COC(=O)c1sc(N)c(C(=O)OC)c1CSc1nnnn1C | -3 | -7 | 82 | -9 | -1 | -4 | -10 | 1.9 | -1
NC(=O)c1nsc(C(=O)N(Cc2cccnc2)C(C(=O)NCc2ccc(F)cc2)c2ccc(O)cc2)c1N (centres undefined) | -6 | 2 | 97 | 1 | -1 | -4 | -4 | 2.1 | -1
Cc1ccc(Nc2nc(NCCCN3CCOCC3)nc(N)c2[N+](=O)[O-])cc1 | -11 | -1 | 102 | 1 | 6 | -5 | -24 | 1.3 | 2
O=C(CCc1nnc(CCCCc2ccccc2)o1)NCCC1CCCCO1 (centres undefined) | 0 | -4 | 92 | -4 | -6 | -8 | 1 | 0.4 | 5
Cc1cccc(OCCSc2cc(C)nc(N)n2)c1 | 4 | -3 | 90 | -1 | 1 | -5 | 1 | 1.3 | 0
COc1ccccc1C(=O)NCCC(=O)NNC(=O)C1COc2ccccc2O1 (centres undefined) | -3 | 1 | 69 | -1 | -3 | -6 | 6 | -1.4 | -3
COc1ccc(OC)c(NC(=O)N2CCCC(C)C2)c1 (centres undefined) | -1 | -1 | 80 | 3 | 0 | 14 | 1 | -0.3 | 0
CC(=O)Nc1cccc(/C(C)=N/NC(=O)c2ccc(CN3CCOCC3)cc2)c1 | 0 | -5 | 97 | 10 | -5 | -11 | -2 | -0.1 | 0
COC(=O)C1CSC(C(=O)OC)N1C(=O)Nc1ccccc1 (centres undefined) | -4 | -4 | 91 | 8 | 3 | 55* | 3 | -0.9 | 0
C=CCNC(=O)c1ccc(Cn2c(=S)[nH]c3cc4c(cc3c2=O)OCO4)cc1 | 5 | 7 | 128 | 4 | 25* | 33* | -4 | 5.2 | 0
Cc1cccc(NC(=O)c2cccc(S(=O)(=O)Nc3ccccc3C(=O)O)c2)c1 | -1 | 1 | 100 | -9 | -2 | 5 | 9 | 2.0 | 9
CC(C)(C)c1ccc(S(=O)(=O)N2CCSC2)cc1 | 5 | -4 | 111 | -3 | 8 | -11 | 0 | 1.5 | 1
CC1(C)CC(=O)C(C#N)=C(NCCCO)C1 | -3 | -1 | 104 | 5 | -3 | 4 | -40 | -1.0 | 0
CN(C)S(=O)(=O)c1cccc(C(=O)N2CCc3ccccc32)c1 | -1 | -1 | 116 | -5 | 5 | -5 | -10 | 3.3 | -3
COc1ccc2[nH]c3c(c2c1)CCN1C(=O)N([C@@H](C)C(=O)NCCc2ccc(F)cc2)C(=O)[C@]31C | -6 | 5 | 157 | -7 | -2 | 2 | · | 3.1 | 4

The closing 4 entries of the section before open the next one.
SMILES | core dimer inh | TPT1 inhibitor | Yeast superoxide | ZTA DNA inh | PP1 counter | EBNA-1 inh | GASC-1 inh | PP5 inh | Fh CTSL1 inh
CC(C)(C)c1ccc(S(=O)(=O)N2CCSC2)cc1 | 5 | -4 | 111 | -3 | 8 | -11 | 0 | 1.5 | 1
CC1(C)CC(=O)C(C#N)=C(NCCCO)C1 | -3 | -1 | 104 | 5 | -3 | 4 | -40 | -1.0 | 0
CN(C)S(=O)(=O)c1cccc(C(=O)N2CCc3ccccc32)c1 | -1 | -1 | 116 | -5 | 5 | -5 | -10 | 3.3 | -3
COc1ccc2[nH]c3c(c2c1)CCN1C(=O)N([C@@H](C)C(=O)NCCc2ccc(F)cc2)C(=O)[C@]31C | -6 | 5 | 157 | -7 | -2 | 2 | · | 3.1 | 4
O=C(CSC1=N/C(=C/c2ccco2)C(=O)N1c1ccc(OC(F)F)cc1)NC1CCS(=O)(=O)C1 (centres undefined) | 12 | 28* | 100 | 1 | -4 | -2 | 1 | -1.7 | 3
O=C(Nc1ccc(S(=O)(=O)N2CCOCC2)cc1)c1cc([N+](=O)[O-])ccc1Cl | 10 | 0 | 102 | 3 | 0 | 12 | 14 | -1.4 | 0
Cn1c(C(=O)O)cc2c(=O)n3ccccc3nc21 | 0 | -3 | 107 | -15 | -2 | 16 | 5 | -0.5 | 0
Cc1ccc(NC(=O)Cn2nc(-c3ccco3)ccc2=O)cc1Cl | -11 | 0 | 88 | -4 | 4 | -7 | -1 | -4.0 | 7
CCCC(=O)NC(=S)Nc1ccc(CN2CCOCC2)cc1 | -77 | 1 | 75 | 8 | -2 | -5 | -5 | -1.0 | -4
COc1ccc(-n2c(C)cc(/C=C(\C#N)C(=O)NCc3ccco3)c2C)cc1 | 18 | -2 | 105 | 19 | 0 | 11 | -1 | -0.2 | 6
CCc1nnc(NS(=O)(=O)c2ccc(NC(=O)c3ccccc3OC)cc2)s1 | 15 | -4 | 114 | 5 | -4 | 2 | 0 | 2.2 | -1
COc1ccccc1NC(=O)c1ccc(NC(=O)CSc2nnnn2C)cc1 | 5 | 1 | 99 | 16 | 0 | 8 | -2 | 2.0 | 5
Cc1nc2ccccc2n1C(=O)N(C)C | -6 | 1 | 97 | 9 | 2 | -7 | -12 | 3.7 | -1
CN1CCN(C(CNS(=O)(=O)c2ccc(Cl)cc2)c2cccnc2)CC1 (centres undefined) | -3 | -4 | 88 | -13 | -1 | 3 | 6 | 0.0 | -1
CC(C)NCC(O)COC1CCC(C(C)(C)C)CC1 (centres undefined) | -5 | -7 | 105 | -17 | 0 | 0 | 3 | 1.5 | -1
S=C(NCCc1ccccn1)Nc1cccc(Cl)c1 | -7 | -2 | 96 | -25 | -1 | -2 | -3 | 1.1 | 0
O=S(=O)(NCC(c1cccnc1)N1CCN(c2ccccc2)CC1)c1cccs1 (centres undefined) | 7 | -1 | 97 | 7 | -2 | 3 | 19 | 4.6 | 1
O=C(Nc1ccc(F)c(F)c1)C1CCN(S(=O)(=O)c2cccc3nonc23)CC1 | 2 | 3 | 94 | 3 | 4 | -9 | -4 | -0.2 | 1
O=C(Nc1nccs1)c1cn2ccccc2n1 | 4 | 3 | 95 | -11 | -3 | -1 | 12 | 1.4 | -3
C=CCn1c(SCC(=O)c2[nH]c(C)c(C(=O)OCC)c2C)nc2scc(-c3ccc(OC)c(OC)c3)c2c1=O | 5 | 9 | 88 | 2 | 1 | 4 | 27 | -0.8 | -4
O=C(O)[C@H]1CCCC[C@H]1C(=O)NCCNC(=O)[C@@H]1CCCC[C@@H]1C(=O)O | -2 | -3 | 90 | -11 | -4 | -12 | 0 | 1.9 | -1
CCCN(CCC)C(=O)CP(=O)(c1ccccc1)c1ccccc1 | -3 | -2 | 95 | -28 | -1 | -3 | -4 | 0.6 | -2
CS(=O)(=O)c1ccc2nc(NC(=O)c3ccc(Cn4cc(Br)cn4)o3)sc2c1 | 8 | 6 | 95 | 5 | 0 | -2 | 3 | 0.6 | 3
Cc1ccc(N(CC(=O)NCc2ccc3c(c2)OCO3)S(=O)(=O)c2c(C)noc2C)cc1 | 3 | 0 | 124 | 3 | 2 | 2 | -4 | -0.3 | 0
COC(=O)c1cccc(N(C(=O)CNC(=O)c2cccs2)C(C(=O)NCC2CCCO2)c2ccc(OC)c(OC)c2)c1 (centres undefined) | 7 | 1 | 111 | 11 | 1 | 3 | 10 | 0.7 | 2
O=C(N/N=C/c1sc(N2CCOCC2)nc1-c1ccccc1)c1ccccc1O | -6 | 8 | 99 | 11 | 2 | 0 | 3 | 1.9 | 2
COc1cccc(C(=O)Nc2sc(C(C)C)cc2C(N)=O)c1OC | 2 | -2 | 107 | -9 | 3 | -3 | -2 | 4.8 | 4
CCCC1=C(C(=O)OCC)C(c2cccs2)n2ncnc2N1 (centres undefined) | -2 | -1 | 100 | -13 | -2 | -12 | -6 | 2.6 | -1
CCN(CC)C(=O)C1CCCN(C(=O)Nc2ccccc2)C1 (centres undefined) | -2 | 0 | 91 | -5 | -2 | 12 | -4 | 0.1 | -1
SMILES | core dimer inh | TPT1 inhibitor | Yeast superoxide | ZTA DNA inh | PP1 counter | EBNA-1 inh | GASC-1 inh | PP5 inh | Fh CTSL1 inh
CC(=O)Oc1ccc(N2C(=O)c3cccc4c([N+](=O)[O-])ccc(c34)C2=O)cc1 | -34 | 6 | 98 | -15 | -1 | -27 | -8 | 2.7 | -3
COc1ccc(C(=O)NCCc2ccc(S(N)(=O)=O)cc2)cc1OC | 6 | 0 | 94 | -4 | 1 | 4 | -1 | -0.7 | 5
O=c1c2c3c(sc2nc(NCCOCCO)n1Cc1ccco1)CCCCC3 | -1 | 0 | 104 | 1 | 1 | -3 | -21 | 3.5 | -3
CC(C)OCCCNCC(O)c1ccccc1 (centres undefined) | -12 | -5 | 96 | -8 | 0 | 10 | -5 | -0.4 | 0
Cc1cccc(OCc2nnc(SCC(=O)Nc3cccc(C(=O)N4CCOCC4)c3)n2C)c1C | -9 | -1 | 82 | -37 | 5 | -6 | -126 | -6.9 | 3
CCCCCn1nc(C(=O)N2CCc3ccccc32)c2ccccc2c1=O | · | · | 102 | 8 | 2 | · | 5 | 4.5 | ·
CC(C)(C)c1ccc(C(=O)NN2C(=O)CSC2=S)cc1 | 3 | 3 | 97 | 6 | 0 | 4 | 6 | -1.4 | -1
O=C(NCCO)Nc1ccc2nsnc2c1 | 0 | -6 | 95 | 13 | -2 | 2 | -3 | 0.1 | -1
O=Cc1ccc2cccnc2n1 | -1 | 1 | 111 | 1 | -2 | 6 | -45 | 0.6 | -1
COc1ccc(C(=O)COC(=O)c2cc3ccccc3oc2=O)c(OC)c1 | 2 | 0 | 104 | 6 | -4 | -2 | 2 | 1.2 | 10
CC(C)(C)NC(=O)C1N(c2cccnc2)C(=O)C2C(C(=O)Nc3ccccc3)C3(C)C=CC21O3 (centres undefined) | 1 | -4 | 111 | -7 | -2 | 1 | 3 | -0.6 | -1

High-throughput results (PubChem)
